rTrxR1 inhibitor: inhibitors of rat thioredoxin reductase 1 | recombinant rTrxR1, NADPH fluorescence consumption, selenite substrate | 390,000 tested, 1% active | AID 588453 | Potency, µM (series often up to 114 µM), for inactives: at the highest dose activity change, negative = inhibition, actives largely listed as inhibitors; note: potency is the fitted concentration of half-maximal effect; % is set by controls: 0 for no effect and ±100 for the full control effect; nearly all actives have a fitted effect of over 65% in size
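Rat TrxR1 (90 nM in the dispensed reagent) was pre-reduced with 400 uM NADPH for 5 min at room temperature, then incubated with compound for 15 min. After 400 uM selenite was added, NADPH fluorescence (Ex 340/Em 450 nm) was followed for 8 min.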
PGK inhibitor: blocks T. brucei phosphoglycerate kinase | P07378 | PGK/GAPDH coupled, Kinase-Glo luminescence, 60 min | Potency, µM (series often up to 57.5 µM), for the others: at the highest dose activity change, negative = inhibition, actives largely listed as inhibitors | 380,000 tested, 0.043% active | AID 602233; note: potency is the fitted concentration of half-maximal effect; % is set by controls: 0 for no effect and ±100 for the full control effect; nearly all actives have a fitted effect of over 60% in size
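Luminescent ATP detection (Kinase-Glo Plus) follows a 60-minute room-temperature incubation, with wells lacking PGK as controls. Buffer: 100 mM TEA (pH 7.6), 5 mM MgCl2, 0.01% Tween-20. Coupling enzyme GAPDH (100 nM final) supplies unstable 1,3-BPG in-well.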
Pin1 inh: human Pin1 inhibition; 390,000 tested, 0.009% active; Potency, µM (top dose mostly 115 µM), for the others: top-dose activity, negative = inhibition, actives largely listed as inhibitors; Pin1 FP peptide displacement, HiFluor488, 10 min; Q13526; AID 504891; active = well fitted inhibition curve with a large enough effect in the polarisation, with a control signal flat, not every such curve was filed as active; inconclusive = small, poorly fitted or top-dose-only effect, or effect the other way, or a change in a side signal; inactive = no such curve, though single readings can be large or run the other way; the % refers to the polarisation; note: potency is the fitted concentration of half-maximal effect; % is set by controls: 0 for no effect and ±100 for the full control effect
Target sequence (Q13526 whole entry, looked up): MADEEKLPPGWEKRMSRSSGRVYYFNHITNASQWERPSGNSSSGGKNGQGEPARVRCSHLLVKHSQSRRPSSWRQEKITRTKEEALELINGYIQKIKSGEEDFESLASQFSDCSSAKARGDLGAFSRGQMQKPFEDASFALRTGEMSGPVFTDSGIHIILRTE
HP1b binding inh: HP1-beta chromodomain-methylated histone interaction inhibition; P83916; AlphaScreen HP1-beta / biotin-H3K9me3 peptide binding; Potency, µM (top dose mostly 114 µM), for inactives: at the top dose activity change, negative = inhibition, most hits filed as inhibitors; 390,000 tested, 0.56% active; AID 540317; note: potency is the fitted concentration of half-maximal effect; nearly all actives have a fitted effect of over 70% in size; inactives centre near 23
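Compound inhibition of the preformed complex between 50 nM HP1-beta and 50 nM biotinylated H3K9me3 peptide was read by AlphaScreen. Buffer was PBS pH 7.4 with 0.01% Tween-20. Incubations ran 30 min at room temperature, with 10 ug/mL donor/acceptor beads.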
TrxR1 substrate: rat thioredoxin reductase 1 substrate activity; purified TrxR1 substrate turnover, NADPH consumption readout; Potency, µM (highest dose often 114 µM), without a hit: top-dose activity change, negative = substrate turnover; 390,000 tested, 0.01% active; AID 588456; note: potency is the fitted concentration of half-maximal effect; % is set by controls: 0 for no effect and ±100 for the full control effect; nearly all actives have a fitted effect of over 50% in size
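Rat TrxR1, dispensed at 90 nM, was prereduced with 400 uM NADPH (final) for 5 min at ~22 deg C, then incubated with compound 15 min before 400 uM selenite. A first-read NADPH fluorescence drop versus no-compound background flagged substrates.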
USP1 inh: blocks the human USP1/UAF1 deubiquitinase complex. 390,000 tested, 0.23% active. O94782. AID 743255. Potency, µM (top dose mostly 57.1 µM), for inactives: at the top dose activity change, negative = inhibition, hits mostly inhibitors. recombinant USP1/UAF1, Ub-Rhodamine cleavage fluorescence; note: potency is the fitted concentration of half-maximal effect; % is set by controls: 0 for no effect and ±100 for the full control effect; nearly all actives have a fitted effect of over 60% in size; inactives centre near -12
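High-throughput fluorogenic screen: 1nM USP1/UAF1 complex, Ub-Rho substrate 150nM final, 50mM HEPES pH 7.8 with 0.5mM EDTA, 0.1 mg/ml BSA, 1mM TCEP and 0.01% Tween-20.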
GLS inhibitor: blocks human kidney-isoform glutaminase activity; AID 624170; 410,000 tested, 0.21% active; GLS enzymatic activity, qHTS titration; O94925; Potency, µM (doses to about 45.5 µM), for the others: at the top dose activity change, negative = inhibition, most hits filed as inhibitors; note: potency is the fitted concentration of half-maximal effect; % is set by controls: 0 for no effect and ±100 for the full control effect
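Read-out is an Amplex red fluorescence increase coupled through glutamate oxidase and HRP, measured before and after 30 min room-temperature incubation. hKGA is in 45 mM KH2PO4 (pH 8.2) with 0.02% Tween-20; glutamine added as 1mM solution.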
PI4K2A block: inhibitors of human PI4K2A; purified PI4K2A, ADP-Glo luminescence, 1 h; stronger effect = lower value; 420,000 tested, 0.13% active; activity change, negative = inhibition, % at 76.9 µM; in the data active = activity change below about -50%; inconclusive = mostly about -30% to -49%;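 note: -100% = wells without enzyme as full effect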
Target sequence (Q9BTU6 whole entry, looked up): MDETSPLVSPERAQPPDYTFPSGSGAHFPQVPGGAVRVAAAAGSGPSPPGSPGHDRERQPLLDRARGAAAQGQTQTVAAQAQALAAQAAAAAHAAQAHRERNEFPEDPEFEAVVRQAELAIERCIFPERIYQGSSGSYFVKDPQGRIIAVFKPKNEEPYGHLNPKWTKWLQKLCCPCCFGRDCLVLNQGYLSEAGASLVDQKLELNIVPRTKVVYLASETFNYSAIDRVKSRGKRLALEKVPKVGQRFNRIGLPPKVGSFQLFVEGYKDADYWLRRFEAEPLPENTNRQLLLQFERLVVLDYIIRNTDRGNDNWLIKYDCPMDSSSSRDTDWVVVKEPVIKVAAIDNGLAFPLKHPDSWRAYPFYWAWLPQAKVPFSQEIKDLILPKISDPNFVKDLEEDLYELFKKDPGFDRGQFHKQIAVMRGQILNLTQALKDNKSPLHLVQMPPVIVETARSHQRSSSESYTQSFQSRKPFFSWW
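ADP-Glo luminescence measured ADP generated by PI4K2A enzyme (4 ug/mL before mixing) with 1.2 mM PI substrate (pre-mix) and 300 microM ATP (pre-mix). Tris pH7.5 buffer with MgCl2, Triton X-100; 1 h reaction at ambient temperature.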
IDH1 R132H inh: blocks human mutant IDH1 R132H enzyme; O75874; IDH1-R132H enzyme, NADPH consumption, diaphorase/resazurin fluorescence; 390,000 tested, 0.093% active; Potency, µM (doses to about 76.6 µM), for inactives: top-dose activity change, negative = inhibition, most hits filed as inhibitors; note: potency is the fitted concentration of half-maximal effect; % is set by controls: 0 for no effect and ±100 for the full control effect; nearly all actives have a fitted effect of over 65% in size
Target sequence (O75874 whole entry R132H, stated change not applied): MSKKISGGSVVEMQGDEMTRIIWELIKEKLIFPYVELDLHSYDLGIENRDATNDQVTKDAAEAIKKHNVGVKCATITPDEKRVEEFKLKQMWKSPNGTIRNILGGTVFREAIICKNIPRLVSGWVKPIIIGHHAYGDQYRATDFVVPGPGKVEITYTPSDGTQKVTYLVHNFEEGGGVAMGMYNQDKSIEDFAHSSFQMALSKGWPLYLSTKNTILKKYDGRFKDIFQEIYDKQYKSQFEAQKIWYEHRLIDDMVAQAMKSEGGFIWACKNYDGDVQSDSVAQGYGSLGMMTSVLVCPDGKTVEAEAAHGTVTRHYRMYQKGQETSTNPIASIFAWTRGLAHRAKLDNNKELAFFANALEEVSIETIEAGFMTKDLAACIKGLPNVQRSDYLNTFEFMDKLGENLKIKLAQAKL
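IDH1-R132H (0.5 ug/mL dispensed) in pH 7.5 Tris buffer was preincubated 30 min with compound, then given a substrate mix of 0.016 mM NADPH and 2 mM alpha-KG for 80 min at room temperature; remaining NADPH was read by diaphorase/resazurin fluorescence.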
An asterisk follows results filed as active; i = inactive; ? = inconclusive; . = not tested or not shown; & = joins results of further samples; [ ] = another dose, or the depositor's remark. Unless noted, calls come from the whole dose curve; as a rule, active = well fitted curve in the direction sought with a large enough effect; inconclusive = small, poorly fitted or top-dose-only effect, or another doubt; inactive = no such curve, though single readings can be large; an effect the other way counts as inactive or inconclusive. Some of the compounds tested; count on the stated rates, not on these rows.

rTrxR1 inhibitor	PGK inhibitor	Pin1 inh	HP1b binding inh	TrxR1 substrate	USP1 inh	GLS inhibitor	PI4K2A block	IDH1 R132H inh	mol
9%	-7%	7%	-5%	0%	-14%	-2%	-2	3%	O=[N+]([O-])c1ccc(N2CCN(CC(O)COc3ccccc3)CC2)cc1 (configuration not stated)
.	-1%	.	.	.	0%	0%	-2	-7%	CC1CCN(C(=O)COC(=O)c2ccccc2NCCO)CC1
6%	-2%	-5%	-36%	0%	-15%	-3%	11	-14%	CCS(=O)(=O)N1CCC(N2CCC(C)CC2)CC1
11%	-1%	-9%	?	6%	-17%	0%	-6	-4%	CCN(CC(=O)Nc1ccc(S(=O)(=O)N2CCCC2)cc1)CC(=O)Nc1cccc(OC)c1
11%	.	6%	46%[activator]	-6%	-3%	2%	3	0%	O=C(/C=C/c1ccccc1Cl)NCCN1CCOCC1
23%[57.1 µM]	2%	0%	45%[activator]	4%[57.1 µM]	-14%	2%	2	-2%	CCC(Sc1nc2ccccc2c2nc(-c3ccccc3)nn12)C(=O)Nc1cccc(OC)c1 (configuration not stated)
7%[57.1 µM]	i	4%	46%[activator]	-3%[57.1 µM]	-10%	-3%	-15	8%	CCc1ccc(Nc2nc(C)cc(C)n2)cc1
6%[57.1 µM]	-2%	6%	-9%	4%[57.1 µM]	0%	8%	-1	-3%	O=C(C1CCCN(S(=O)(=O)c2cccc3nonc23)C1)N1CCN(c2ccccc2)CC1 (configuration not stated)
9%[57.1 µM]	-4%	-5%	21%	6%	-14%	-1%	10	7%	CCOc1ccc2[nH]c(=O)c(=O)[nH]c2c1
20%	.	-2%	18%	9%	-1%	3%	-3	-6%	O=S1(=O)CCC(SCc2nc3sccn3c2Br)C1 (configuration not stated)
8%	0%	-1%	41%[activator]	1%	-9%	7%	2	-11%	N#Cc1ccc(NC(=O)c2cc(-c3cccs3)on2)cc1
?	1%	3%	27%	4%	-12%	0%	8	-2%	COc1ccc(C(C)=O)cc1COC(=O)CCC(=O)c1cccs1
16%	i	6%	15%	-4%	-24%	5%	-2	3%	O=[N+]([O-])c1cccc(CSc2ncnc3ccccc23)c1
21%	.	5%	95%[activator]	4%	-17%	1%	-4	5%	COc1ccc(C(C)NC(=O)c2ccccc2Br)cc1OC (configuration not stated)
18%	.	-9%	15%	4%	-12%	-4%	-1	2%	CN(Cc1ccccc1)S(=O)(=O)c1ccc(NS(C)(=O)=O)cc1
8%	-3%	-3%	33%	10%	-1%	-2%	-1	7%	O=C(CSc1nnc(COc2cccc3cccnc23)o1)c1ccc(F)cc1
16%	-4%	0%	45%[activator]	2%	-7%	5%	-3	-3%	Cc1cccc(C)c1OCC(=O)N1CCC(c2nc3ccccc3o2)CC1
10%	i	6%	38%	1%	-3%	8%	-2	-4%	CN1C(=O)C(C)(C)c2cc(S(=O)(=O)N3CCCC3C(=O)Nc3ccc(F)cc3)ccc21 (configuration not stated)
10%	-7%	14%	18%	-10%	?	0%	-1	-4%	O=C1[C@H]2[C@@H](c3ccc(Cl)cc3)N3C(=O)N(c4cccc(F)c4)C(=O)[C@@]3(Cc3ccc(Cl)cc3)[C@H]2C(=O)N1C1CCCCC1
16%	2%	-6%	33%	15%	-12%	0%	2	2%	CCCCCCCC[n+]1c(C)n(-c2ccccc2)c2ccc(NC(C)=O)cc21
-14%&8%	-9%&-2%	-4%&-3%	1%&31%	-5%	?	8%&2%	6&-6	3%&2%	CC(C)c1ccc(NC(=O)CCS(=O)(=O)c2cccc3nonc23)cc1
-10%	i	?	27%	-1%	-22%	?	-4	4%	Cc1ccc(-c2[nH]c(=O)n3ccncc23)s1
0%	i	-4%	11%	-2%	-7%	1%	-2	2%	O=C(O)CCCNC(=O)c1ccccn1
-39%	-8%	?	2%	4%[57.1 µM]	-9%	1%	1	-12%	COc1ccc(C2=NCCn3nc4cc([N+](=O)[O-])ccc4c32)cc1
-13%	-8%	-9%	-13%	-1%	-8%	-5%	-2	4%	COc1ccc(C(=O)/C=C(\C)Nc2ccc(NC(C)=O)cc2)cc1
24%	-1%	0%	132%[activator]	7%	?	1%	3	12%	COC(=O)c1ccccc1NC(=O)c1ccccc1OC
-12%	11%	-2%	11%	-12%	-11%	8%	3	-3%	COc1ccc(S(=O)(=O)N2CCOCC2)cc1NC(=O)COC(=O)CCOc1ccc(C)cc1
-4%[11.4 µM]	-10%	3%	28%	5%[11.4 µM]	-13%	4%	-6	7%	CS(=O)(=O)N(CC(=O)Nc1cccnc1)c1ccc2c(c1)OCO2
-1%	-10%	9%	41%[activator]	-11%	-19%	1%	-3	-11%	CNC(=O)C1CN(C(=O)c2cccc(S(=O)(=O)N3c4ccccc4CC3C)c2)c2ccccc2O1 (configuration not stated)
15%	-10%	0%	-24%[57 µM]	-2%	-9%	-14%	-5	-8%	COc1ccc(C)cc1Nc1nc(-c2c[nH]c3ccccc23)cs1
10%	-11%	2%	26%	3%	-16%	8%	-4	-4%	CCc1ccc(NC(=O)CSCCO)cc1
10%	7%	-3%	7%	0%	-11%	4%	-2	-1%	CSCCC(NS(=O)(=O)c1ccc(C)cc1)C(=O)N1CCN(S(=O)(=O)c2ccc(F)cc2)CC1 (configuration not stated)
-15%	.	2%	27%	-9%	-8%	-4%	2	6%	COc1ccc(S(=O)(=O)NCC2CCC(C(=O)O)CC2)cc1 (configuration not stated)
2%	-2%	-1%	22%	-7%	4%	1%	-1	-7%	O=C(CSc1nnc(NC(=O)c2c(F)cccc2F)s1)NC1CCCC1
-7%[57.1 µM]	-2%	-2%	?	-5%[57.1 µM]	-6%	0%	4	2%	Cc1cc(F)ccc1NCc1ccccc1[N+](=O)[O-]
9%[57.1 µM]	-1%	10%	13%	9%[57.1 µM]	-12%	-2%	-2	-3%	Cc1nc2cc(NC(=O)Nc3cccc4ccccc34)ccc2n1C
-6%	-1%	-1%	18%	-12%	-11%	-6%	3	-4%	CCOC(=O)Cc1csc(NC(=O)c2cccc([N+](=O)[O-])c2)n1
3%	-5%	-4%	17%	3%	-3%	-8%	-3	-2%	CCOC(=O)C1C(=O)CC(C)(O)C(C(=O)OCC)C1c1cccc(OC)c1 (configuration not stated)
7%	-2%	1%	50%[activator]	-7%	-7%	-8%	-2	-8%	CCOC(=O)CSc1nc2sc3c(c2c(=O)n1Cc1ccccc1)CC(C)CC3 (configuration not stated)
12%	-9%	-1%	45%[activator]	-2%	-25%	7%	-5	12%	CCOc1ccc(CCNC(=O)CSc2nnnn2-c2ccccc2Cl)cc1OCC

Structures shown so far containing a COOH group (2):
rTrxR1 inhibitor	PGK inhibitor	Pin1 inh	HP1b binding inh	TrxR1 substrate	USP1 inh	GLS inhibitor	PI4K2A block	IDH1 R132H inh	mol
0%	i	-4%	11%	-2%	-7%	1%	-2	2%	O=C(O)CCCNC(=O)c1ccccn1
-15%	.	2%	27%	-9%	-8%	-4%	2	6%	COc1ccc(S(=O)(=O)NCC2CCC(C(=O)O)CC2)cc1 (configuration not stated)

Other structures follow:
rTrxR1 inhibitor	PGK inhibitor	Pin1 inh	HP1b binding inh	TrxR1 substrate	USP1 inh	GLS inhibitor	PI4K2A block	IDH1 R132H inh	mol
45%[activator]	-6%	-11%	35%	2%	-3%	2%	1	-2%	Cc1ccc(S(=O)(=O)N2CCN(C(=O)Cc3ccccc3)CC2)cc1C
13%	3%	11%	77%[activator]	5%	-14%	2%	6	3%	O=S(=O)(c1ccc(Cl)nc1)N(Cc1ccccc1)Cc1ccccc1
-14%	-8%	2%	-3%	9%	-19%	3%	-5	1%	COc1cc2[nH]c(=O)n(Cc3ccc(C(=O)NCCCN4CCN(C)CC4)cc3)c(=O)c2cc1OC
11%	-3%	-1%	5%	2%	-9%	10%	0	11%	Cc1cc(=O)n2[nH]cnc2n1
10%[57.1 µM]	0%	2%	20%	-1%[57.1 µM]	-15%	6%	2	2%	Cc1cc(C(F)(F)F)n(-c2nc(C(=O)Nc3cccnc3)cs2)n1
1%	-1%	3%	19%	-5%	-8%	1%	-2	6%	Cc1cc(C)c(NC(=O)CSCc2c(C)noc2C)c(Cl)c1
0%	-1%	-4%	38%	-5%	-13%	17%	-2	-7%	O=C(Nc1cccnc1)c1ccc(NS(=O)(=O)c2cccc([N+](=O)[O-])c2)cc1
25%	-7%	-3%	29%	16%	-9%	-10%	4	-5%	CCOC(=O)c1sc(NC(=O)CCCCl)nc1C
10%	.	0%	50%[activator]	-2%	-6%	4%	-10	3%	CC1=CC(C)(C)NC(=S)N1c1ccccc1
4%	5%	1%	20%	7%	-22%	17%	3	4%	CCCCN(C)C1CCN(C(=S)Nc2cccc(SC)c2)CC1

Assay outcomes as filed in PubChem BioAssay.
